Screening results: PubChem BioAssay, several laboratories
Rad51 HR inh – blocks human Rad51 in homologous recombination. Q06609. hRad51 DNA strand exchange, fluorescence dequenching. inhibition, % at 10 µM. actives 0.085% (n = 200,000);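 active means inhibition above 40% at the single screening dose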;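 further: 0% = DMSO control wells and 100% = blanks with heterologous ssDNA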
Target sequence (Q06609 whole entry, looked up): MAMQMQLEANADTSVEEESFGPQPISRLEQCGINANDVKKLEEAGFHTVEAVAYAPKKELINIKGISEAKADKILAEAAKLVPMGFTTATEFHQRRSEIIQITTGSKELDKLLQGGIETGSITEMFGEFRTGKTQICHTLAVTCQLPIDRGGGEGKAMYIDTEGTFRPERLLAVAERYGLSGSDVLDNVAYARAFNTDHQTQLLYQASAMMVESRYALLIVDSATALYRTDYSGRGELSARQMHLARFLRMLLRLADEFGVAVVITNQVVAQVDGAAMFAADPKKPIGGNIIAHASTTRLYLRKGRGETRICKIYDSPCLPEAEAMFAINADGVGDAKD
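Material: Human Rad51 nucleoprotein filaments preassembled on unlabelled ssDNA | Also added: Labelled 47-mer dsDNA for strand exchange | Dosing: Single dose, 10 µM final compound | Schedule: 30-min compound preincubation and 15-min exchange, both room temperature | Technique: Fluorescence dequenching at 485/520 nm | Measure: Percent inhibition relative to plate controls and blanks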
KLK5 inh – blocks human kallikrein 5 protease activity | Q9Y337 | recombinant hK5, fluorogenic AMC substrate cleavage | inhibition, % at 5 µM | actives 0.59% (n = 210,000) | AID 873;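 active means inhibition of 40% or more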;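 further: 0% = enzyme controls without compound and 100% = no-enzyme blanks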
14-3-3 Bad PPI – disrupts binding of bovine 14-3-3 zeta to phospho-Bad peptide; P63103; TR-FRET 14-3-3zeta/Dy647-pBad peptide displacement, 1 h; inhibition, % at 21.7 µM; actives 0.71% (n = 220,000); AID 781;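 active means inhibition above about 70%, limit read from the data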;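 further: 0% = full 14-3-3 plus peptide FRET controls and 100% = background without 14-3-3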
FXIa inh 1536 – blocks human coagulation factor XIa protease activity; inhibition, % at 5 µM; P03951; actives 0.14% (n = 220,000); purified FXIa, Boc-Glu-Ala-Arg-AMC fluorogenic substrate;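 active means inhibition of at least 40%; inactive means inhibition below 40%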;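 further: fluorescence of freed AMC excited at 355 nm; 0% = enzyme without compound and 100% = no enzyme blank; many of its hits are not listed in these tables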
Wee1 degr inh – blocks degradation of human Wee1 kinase. reporter increase, % at 5 µM. actives 1.2% (n = 220,000). P30291. HeLa Luc-Wee1K328M stability, luciferase luminescence; 100% = proteasome inhibitor MG132 effect;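 active means activation above the mean of all tested compounds plus 3 SD, set per screening run, cut at about 8.8% in these data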;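 further: cells exposed to compound for 20 h before luminescence read; 0% = DMSO alone and 100% = MG132 at 30 µM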
Target sequence (P30291 whole entry K328M): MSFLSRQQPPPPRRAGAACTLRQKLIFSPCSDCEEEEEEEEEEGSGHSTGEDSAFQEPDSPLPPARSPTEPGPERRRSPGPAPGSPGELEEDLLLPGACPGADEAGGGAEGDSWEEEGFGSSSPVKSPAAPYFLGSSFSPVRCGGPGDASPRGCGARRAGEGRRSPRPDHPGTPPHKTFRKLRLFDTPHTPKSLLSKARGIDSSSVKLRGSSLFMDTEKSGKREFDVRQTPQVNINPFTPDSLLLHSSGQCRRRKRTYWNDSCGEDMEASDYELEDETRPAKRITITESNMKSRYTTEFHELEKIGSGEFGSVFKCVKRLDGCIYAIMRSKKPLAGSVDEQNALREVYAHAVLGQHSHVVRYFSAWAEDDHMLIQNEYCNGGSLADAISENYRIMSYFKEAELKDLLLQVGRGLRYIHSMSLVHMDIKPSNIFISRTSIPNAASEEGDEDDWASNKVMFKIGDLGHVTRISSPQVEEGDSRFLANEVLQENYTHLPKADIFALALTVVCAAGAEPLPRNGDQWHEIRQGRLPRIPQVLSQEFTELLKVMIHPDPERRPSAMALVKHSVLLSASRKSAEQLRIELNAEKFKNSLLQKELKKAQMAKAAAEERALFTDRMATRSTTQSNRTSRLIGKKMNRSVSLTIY
MDM2 E3 inh – blocks human Mdm2 ubiquitin ligase activity; Q00987; cell-based MDM2 ubiquitination luciferase reporter, 2 h; 0 = plate control, 100 = twice control, blank-subtracted; signal enhancement, % at 5 µM; actives 0.11% (n = 210,000); AID 1230;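 active means signal enhancement of 30% or more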;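 further: luminescence tracks abundance of the self-degrading MDM2-luciferase fusion protein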
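system = mammalian cells stably expressing self-ubiquitinating, self-degrading MDM2 E3–luciferase fusion | quantity = 2000 cells per well seeded | incubation = 4 h cell settling then 2 h compound exposure, 37 °C | signal = SteadyLite luminescence, 15 min reagent step | benchmarks = plate control and blank wells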
eIF4E 4G PPI – blocks eIF4E binding to eIF4G. inhibition, % at 21.7 µM. actives 0.37% (n = 220,000). TR-FRET eIF4E-eIF4GI(517-606) binding, 2 h;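 active means inhibition above about 30%, limit read from the data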;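 further: 0% = full FRET control wells and 100% = background wells lacking eIF4GI fragment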
p97 inhibitor – human p97 ATPase inhibition | recombinant p97 ATPase, Kinase-Glo ATP luminescence, 3 h | inhibition, % at 8 µM | P55072 | AID 1481 | actives 0.42% (n = 220,000); in the data active means inhibition above about 15%;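 further: 0% = DMSO vehicle and 100% = wells lacking enzyme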
FXIIa inh 1536 – blocks human coagulation factor XIIa protease activity. P00748. purified FXIIa, Boc-QGR-AMC fluorogenic substrate, 2 h. inhibition, % at 5 µM. actives 0.3% (n = 220,000). AID 800; in the data active means inhibition above about 40%;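 further: 0% = enzyme with no compound and 100% = blank without enzyme; many of its hits are not listed in these tables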
An asterisk follows results filed as active; / = not tested or not shown; [ ] = another dose, or the depositor's remark.

mol | Rad51 HR inh | KLK5 inh | 14-3-3 Bad PPI | FXIa inh 1536 | Wee1 degr inh | MDM2 E3 inh | eIF4E 4G PPI | p97 inhibitor | FXIIa inh 1536
CCc1ccc(S(=O)(=O)/N=C2/C=C(Sc3ncn[nH]3)C(=O)c3ccccc32)cc1 | 4 | -101 | 84*[fluorescence artefact?] | 2 | -2 | 15 | 32*[fluorescence artefact?] | 12 | 14
Cc1ccc(CNC(=O)C2CCCCC2C(=O)O)cc1 (stereo not drawn) | 0 | -11 | -8[fluorescence artefact?] | 6 | 2 | 12 | 7[fluorescence artefact?] | 7 | 14
Cc1cc(N/C(=N/S(=O)(=O)c2ccc(F)cc2)c2ccccc2)n(-c2ccccc2)n1 | 15 | 1 | -11 | -3 | 0 | -11 | -4 | 2 | 5
COc1ccc(CCC(C)Nc2cccc(F)c2)cc1 (stereo not drawn) | 4 | -9 | 86* | 4 | -1 | 1 | 3 | -7 | 19
CNC(=S)NN(C)c1nc(C)cc(C)n1 | -3 | -9 | -23[fluorescence artefact?] | 3 | -4 | 9 | 6 | -1 | 0
O=C(O)C1Cc2ccccc2CN1S(=O)(=O)c1ccccc1 (stereo not drawn) | -15 | -5 | 11 | -4 | -2 | / | 5 | 3 | 4
Cc1ccc(S(=O)(=O)N2CCN(C(=O)CN3CCCC3)C2)cc1 | -8 | -27 | 2 | -1 | 1 | -11 | 2 | -1 | 17
COc1ccc(-n2c(NCCN(C)C)nc3sc4c(c3c2=O)CCCCC4)cc1 | -2 | 6 | 10 | -9 | -3 | -6 | 0 | 0 | 16
COC(OC)c1ccnc(-c2ccc(OC(=O)c3ccccc3)cc2)n1 | 0 | 1 | -2 | 0 | -1 | 0 | 16 | 1 | 11
O=C(CSCc1cccc(Br)c1)N/N=C/c1ccc2c(c1)OCO2 | 0 | 22 | -9 | -2 | 2 | -20 | 6 | 4 | 12
Cc1cc(NC(=O)CSc2ccc(-c3ccccc3)nn2)no1 | 5 | -10 | 16[fluorescence artefact?] | -6 | -1 | -6 | 2 | 1 | 4
COc1ccc(-c2ccc(CCC(=O)O)n2CC2CCCO2)cc1 (stereo not drawn) | 0 | 3 | -7 | 3 | 1 | -1 | -1 | 2 | 5
S=c1[nH]nc(-c2ccccc2)n1/N=C/c1cccs1 | -4 | 2 | -3 | 2 | -1 | -2 | -4 | 3 | 2
O=C(COC(=O)c1cc(-c2ccncc2)nc2ccccc12)Nc1ccc2c(c1)OCO2 | / | 2 | 21[fluorescence artefact?] | 7 | 0 | -5 | 3 | -1 | 7
COc1cccc(C2C3=C(CC(C)(C)CC3=O)Nc3cc4c(cc32)OCO4)c1 (stereo not drawn) | -2 | -232 | 2 | -3 | -3 | -1 | -1 | 3 | -10

Rewritten with values under each structure: twelve of the compounds above.
Results follow in this order: Rad51 HR inh, KLK5 inh, 14-3-3 Bad PPI, FXIa inh 1536, Wee1 degr inh, MDM2 E3 inh, eIF4E 4G PPI, p97 inhibitor, FXIIa inh 1536
COc1ccc(CCC(C)Nc2cccc(F)c2)cc1 (stereo not drawn)
  4, -9, 86*, 4, -1, 1, 3, -7, 19
CNC(=S)NN(C)c1nc(C)cc(C)n1
  -3, -9, -23[fluorescence artefact?], 3, -4, 9, 6, -1, 0
O=C(O)C1Cc2ccccc2CN1S(=O)(=O)c1ccccc1 (stereo not drawn)
  -15, -5, 11, -4, -2, /, 5, 3, 4
Cc1ccc(S(=O)(=O)N2CCN(C(=O)CN3CCCC3)C2)cc1
  -8, -27, 2, -1, 1, -11, 2, -1, 17
COc1ccc(-n2c(NCCN(C)C)nc3sc4c(c3c2=O)CCCCC4)cc1
  -2, 6, 10, -9, -3, -6, 0, 0, 16
COC(OC)c1ccnc(-c2ccc(OC(=O)c3ccccc3)cc2)n1
  0, 1, -2, 0, -1, 0, 16, 1, 11
O=C(CSCc1cccc(Br)c1)N/N=C/c1ccc2c(c1)OCO2
  0, 22, -9, -2, 2, -20, 6, 4, 12
Cc1cc(NC(=O)CSc2ccc(-c3ccccc3)nn2)no1
  5, -10, 16[fluorescence artefact?], -6, -1, -6, 2, 1, 4
COc1ccc(-c2ccc(CCC(=O)O)n2CC2CCCO2)cc1 (stereo not drawn)
  0, 3, -7, 3, 1, -1, -1, 2, 5
S=c1[nH]nc(-c2ccccc2)n1/N=C/c1cccs1
  -4, 2, -3, 2, -1, -2, -4, 3, 2
O=C(COC(=O)c1cc(-c2ccncc2)nc2ccccc12)Nc1ccc2c(c1)OCO2
  /, 2, 21[fluorescence artefact?], 7, 0, -5, 3, -1, 7
COc1cccc(C2C3=C(CC(C)(C)CC3=O)Nc3cc4c(cc32)OCO4)c1 (stereo not drawn)
  -2, -232, 2, -3, -3, -1, -1, 3, -10

(list continues)
mol | Rad51 HR inh | KLK5 inh | 14-3-3 Bad PPI | FXIa inh 1536 | Wee1 degr inh | MDM2 E3 inh | eIF4E 4G PPI | p97 inhibitor | FXIIa inh 1536
C/C(=N\NC(=S)Nc1c(C)cccc1C)c1cc2ccccc2o1 | / | -66 | -8[fluorescence artefact?] | -12 | -3 | -23 | 1 | -6 | -4
Clc1ccccc1OCCn1ccnc1 | -7 | 26 | 48 | 4 | 0 | -19 | 6 | -1 | 20
N#C/C(=C\c1ccc[nH]1)C(=O)c1ccccc1 | / | 3 | -1 | 3 | -4 | -10 | -5 | 3 | 7
CCOc1cc(/C=N/NC(=O)c2ccc(CN3CCOCC3)cc2)ccc1OCc1ccccc1 | 6 | -19 | -2 | -1 | -4 | -7 | -1[fluorescence artefact?] | -5 | -1
O=C(COC(=O)CCc1nc2ccccc2c(=O)[nH]1)NC1CCS(=O)(=O)C1 (stereo not drawn) | 4 | -2 | 2 | -4 | -1 | -10 | 4 | 2 | 3
Cc1cc(C)c(C#N)c(SCC(=O)N2CCCCC2)n1 | -8 | 3 | -6 | -4 | 0 | -59 | 0 | -4 | 9
Nc1c(C(=O)c2ccc(Br)s2)oc2ccccc12 | -5 | 0 | -3 | 4 | 0 | -12 | -3 | 2 | 13
Cc1nc2scc(-c3ccco3)c2c(=O)n1/N=C/N(C)C | -23 | 21 | -9 | -6 | 2 | -4 | 10 | 1 | -2
Cn1c(SCC(=O)Nc2ccccc2)nc(O)cc1=O | -8 | 1 | -4[fluorescence artefact?] | -3 | 0 | -19 | 3 | 0 | 0
Cc1cccn2c(=O)c3cc(C(=O)N4c5ccccc5CC4C)n(C)c3nc12 (stereo not drawn) | / | 6 | 6 | 16 | 1 | -2 | 2 | -2 | 21
CCOC(=O)c1c(C)[nH]c2c1cc(O)c1ccccc12 | -6 | 0 | 4[fluorescence artefact?] | 0 | -1 | -8 | 3[fluorescence artefact?] | 4 | 14
CCn1c(COc2cccc(C)c2)nnc1SCC(=O)CC(=O)Nc1ccccc1OC | -10 | -18 | 1 | 5 | -4 | 7 | -1[fluorescence artefact?] | -3 | -3
COCCn1c(C)cc(C(=O)COC(=O)c2cncc(Br)c2)c1C | / | -19 | -3 | 9 | 1 | / | -2 | 0 | 12
COc1cccc(C(C(=O)NC(C)(C)C)N(C(=O)CCC(=O)Nc2cc(C)on2)C2CC2)c1OC (stereo not drawn) | 2 | 8 | 0 | -28 | -3 | -15 | 6[fluorescence artefact?] | 1 | 4
CCc1nnc(NC(=O)[C@@H](NC(=O)c2cc(OC)cc(OC)c2)C(C)C)s1 | -2 | 5 | 9 | 1 | -1 | -20 | 2 | -2 | 8

Remaining list, next part.
mol | Rad51 HR inh | KLK5 inh | 14-3-3 Bad PPI | FXIa inh 1536 | Wee1 degr inh | MDM2 E3 inh | eIF4E 4G PPI | p97 inhibitor | FXIIa inh 1536
Cc1onc(NC(=O)c2ccc([N+](=O)[O-])o2)c1Br | -18 | 47* | -7 | 26 | 1 | -6 | 11 | 1 | 38
NC(N)=NC(N)=NCCc1ccccc1 | 2 | -2 | -4 | 0 | 1 | / | -1 | 0 | 4
CCCN(C(=O)c1ccco1)c1nnc(-c2ccncc2)s1 | 5 | -4 | 52[fluorescence artefact?] | 9 | -3 | -8 | 4 | -4 | 16
CCN1CCN(C(=O)c2sc3nc(C)nc(N4CCC(C)CC4)c3c2C)CC1 | 7 | 6 | -7 | 7 | -1 | 3 | -8 | 1 | 6
O=S1(=O)N=C(Nc2ccc(S(=O)(=O)N3CCCCC3)cc2)c2ccccc21 | 0 | -10 | 27[fluorescence artefact?] | 0 | 0 | -12 | -2[fluorescence artefact?] | -3 | 0
Cc1cccc(N2CN=c3s/c(=C\c4ccccn4)c(=O)n3C2)c1 | -9 | 21 | 11 | 9 | 6 | -10 | 9 | -6 | 16
COc1cccc(CC2(CO)CCN(C(=O)NC3CCCCC3)CC2)c1 | -2 | / | -5 | -4 | -1 | -2 | 0 | -3 | 6
Cc1ccc2nc(-c3ccsc3)c(NC3CCCC3)n2c1 | -4 | 1 | -16 | 1 | 10* | -13 | 2 | -2 | 7
CCc1ccc2oc(-c3cc(N=Cc4cccc(OC)c4O)ccc3O)nc2c1 | -6 | -25 | -19 | 0 | 1 | -19 | -15 | -4 | 14
N#Cc1c(-c2ccco2)nc(NCC2CCCO2)[nH]c1=O (stereo not drawn) | -4 | -5 | 2 | 2 | -2 | 2 | 3 | -3 | 18
Cc1noc(/C=C/c2ccco2)c1S(=O)(=O)N1CCC(C(=O)N2c3ccccc3CC2C)CC1 (stereo not drawn) | / | 9 | -1[fluorescence artefact?] | 1 | -2 | -5 | -1[fluorescence artefact?] | 3 | -8
Cc1cc(C)n(CCN(C)Cc2nc(Cc3ccccc3F)no2)n1 | 3 | 0 | -6 | 0 | 11* | 13 | 1 | 6 | 6
O=C(O)CCc1ccc(-c2ccccc2)n1CC(=O)O | -1 | -1 | -1 | 1 | -2 | -13 | 0 | 2 | 10
COc1cccc(C2OC(=O)c3ccccc3N2C(C)=O)c1OC(C)=O (stereo not drawn) | -2 | -10 | -1[fluorescence artefact?] | 1 | 3 | 3 | -4 | 3 | 7
O=C(NCC1CCN(S(=O)(=O)c2ccccc2)CC1)Nc1ccc(F)cc1 | / | -1 | -4 | 15 | -1 | -2 | 1 | 4 | 4

(more compounds)
mol | Rad51 HR inh | KLK5 inh | 14-3-3 Bad PPI | FXIa inh 1536 | Wee1 degr inh | MDM2 E3 inh | eIF4E 4G PPI | p97 inhibitor | FXIIa inh 1536
O=C(Nc1cc(C(F)(F)F)ccc1N1CCOCC1)c1ccc(Br)o1 | 4 | 5 | 4 | 0 | -1 | -8 | -8 | 6 | 12
Cc1ccc(S(=O)(=O)N(C)CC(=O)Nc2cccc(C)n2)cc1 | 0 | 16 | -4 | -10 | 0 | -8 | 5 | -1 | -6
S=c1nc(-c2cc(Cl)ccc2Cl)[nH][nH]1 | 7 | -7 | -6 | 1 | -4 | 14 | 2 | 4 | 5
CCO[C@@H]1OC(C(=O)Nc2ccccc2)=C[C@H](c2csc3ccccc23)[C@H]1CCCO | 6 | 9 | 9 | 2 | -2 | / | -5 | 2 | 9
Cc1ccc(C(=O)Nc2ccc3c(c2)OCCO3)o1 | / | -5 | 0 | 9 | 2 | 2 | 4 | -10 | 28
